Giardia killer: Small Molecules that selectively kill Giardia lamblia: qHTS. AID 540267, 2011. Giardia lamblia trophozoite viability. 0.15% of 340,000 active. activity change, % at 7.66 µM, hits read low; in the data active means activity change below about -80%; inconclusive means between about -30% and that limit;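 further: parasites exposed to compound for two days anaerobically before the ATP read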
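Viability, read as ATP luminescence: trophozoites at 100 cells/well, compound added, 48 hrs anaerobic at 37 deg C, then 15-30 min room-temperature development before reading.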
KCNH2 WT inh: qHTS for Inhibitors of KCHN2 3.1: Wildtype qHTS. Voltage-gated inwardly rectifying potassium channel KCNH2 (Homo sapiens), Q12809. activity change, % at 1.84 µM. 0.37% of 340,000 active. U2OS, BacMam KCNH2, thallium flux FluxOr; hits give low values;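 active means maximum activity change below -70%; inconclusive means maximum activity change between -70% and -50%; inactive means maximum activity change above -50%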
Target sequence (Q12809 whole entry, looked up): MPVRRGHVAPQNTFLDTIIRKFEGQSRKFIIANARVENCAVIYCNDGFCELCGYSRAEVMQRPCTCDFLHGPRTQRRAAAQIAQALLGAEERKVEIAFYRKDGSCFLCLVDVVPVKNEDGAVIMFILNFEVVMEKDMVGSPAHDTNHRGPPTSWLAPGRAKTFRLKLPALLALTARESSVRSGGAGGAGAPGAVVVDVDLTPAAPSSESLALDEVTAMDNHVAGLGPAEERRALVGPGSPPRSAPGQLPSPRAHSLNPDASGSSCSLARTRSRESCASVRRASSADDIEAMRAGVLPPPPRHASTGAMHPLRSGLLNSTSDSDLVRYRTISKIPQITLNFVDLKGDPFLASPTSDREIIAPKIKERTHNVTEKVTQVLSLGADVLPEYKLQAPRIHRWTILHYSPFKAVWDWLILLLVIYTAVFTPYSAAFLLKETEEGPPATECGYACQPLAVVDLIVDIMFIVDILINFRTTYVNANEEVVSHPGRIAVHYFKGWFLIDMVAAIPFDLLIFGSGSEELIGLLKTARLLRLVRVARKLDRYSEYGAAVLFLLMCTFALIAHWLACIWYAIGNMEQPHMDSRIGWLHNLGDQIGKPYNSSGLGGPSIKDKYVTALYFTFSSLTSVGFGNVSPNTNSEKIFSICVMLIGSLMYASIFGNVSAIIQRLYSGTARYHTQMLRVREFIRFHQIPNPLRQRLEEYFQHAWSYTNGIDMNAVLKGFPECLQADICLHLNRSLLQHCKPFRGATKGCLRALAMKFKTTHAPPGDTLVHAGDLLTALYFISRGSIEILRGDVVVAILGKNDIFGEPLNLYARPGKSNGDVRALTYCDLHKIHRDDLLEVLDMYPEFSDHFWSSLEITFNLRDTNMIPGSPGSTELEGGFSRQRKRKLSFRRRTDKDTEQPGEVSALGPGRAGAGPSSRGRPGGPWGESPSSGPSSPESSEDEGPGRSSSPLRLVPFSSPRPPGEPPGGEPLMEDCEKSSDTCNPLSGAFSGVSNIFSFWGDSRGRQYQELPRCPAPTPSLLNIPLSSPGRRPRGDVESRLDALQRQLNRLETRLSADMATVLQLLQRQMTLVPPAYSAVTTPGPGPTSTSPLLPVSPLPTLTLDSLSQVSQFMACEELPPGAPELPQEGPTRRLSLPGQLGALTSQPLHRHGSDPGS
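U2OS cells were transduced with wild-type KCNH2 virus (2.03 x 10^8 / mL) for 4 h at room temperature, then cultured overnight at 37 C. Thallium flux was read with FluxOr dye. Rate constants were normalized to DMSO controls.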
KCNH2 3.1 inh: qHTS for Inhibitors of KCHN2 3.1: Mutant qHTS. 0.95% of 340,000 active. AID 720553, 2013. activity change, % (tested at about 1.8 µM). U2OS KCNH2 3.1, thallium flux FluxOr; hits give low values;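 active means maximum activity change below -70%; inconclusive means maximum activity change from -70% to -50%; inactive means maximum activity change above -50%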;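 further: thallium influx rate constant from kinetic fluorescence after stimulation buffer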
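Thallium flux read-out: FluxOr dye with Red40 quencher in HBSS/HEPES, 45 min at RT. Rate constants from kinetic reads were normalized to positive and negative DMSO controls. Cells: U2OS virally expressing the 3.1 isoform.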
Active calls of the source: *; ? = inconclusive; [ ] = remark or other dose. On the % scale 0 is the no-effect control and ±100 the full control effect. Only part of the results is shown; rates above refer to the full screens.

molecule	Giardia killer	KCNH2 WT inh	KCNH2 3.1 inh
S=C(c1ccc2c(c1)OCO2)N1CCN(c2cccc(Cl)c2)CC1	6	-2	-17
COC(=O)c1ccccc1S(=O)(=O)N1CCC(C(=O)Nc2ccccc2N2CCOCC2)CC1	30	0	10
CC(C)C[C@H]1COCCS(=O)(=O)N1Cc1cccc(Cl)c1	4	9	32
COC(=O)[C@@H](Cc1ccccc1)NC(=O)CC[C@H]1O[C@@H](n2cc(C)c(=O)[nH]c2=O)C[C@@H]1O	22	18	-10
O=C(COC(=O)c1ccc(O)cc1O)NC(=O)Cc1ccccc1	-17	1	38
O=S(=O)(c1ccccc1)N1CCNCC1	2	10	17
COc1cc2c[n+](C)c3c4ccccc4ccc3c2cc1OC	-5	-10	8
C/C=C/c1cc(OC)c2c(c1)[C@H](C)[C@@H](c1ccc(O)c(OC)c1)O2	-21	-1	7
CCOc1ccc2c(c1)OC1(CCC(C)C1)CC2=O (stereo not drawn)	?	-1	8
OCC(O)C(O)C(O)c1cnn(-c2ccccc2)n1 (stereo not drawn)	21	3	-3
CC1CN(c2nc3c(c(=O)n(C)c(=O)n3C)n2Cc2c(Cl)cccc2Cl)CC(C)O1 (stereo not drawn)	11	2	13
CN(C)c1nc(N/N=C\c2ccc(Cl)c([N+](=O)[O-])c2)nc(Nc2ccc(F)cc2)n1	-18	1	-7
CCC(Sc1ncccc1Nc1ccccn1)C(=O)O (stereo not drawn)	-11	-18	4
O=C(Nc1ccc2nc3n(c(=O)c2c1)CCCC3)c1cccnc1Cl	5	-1	-3
Cc1ccc(C(=O)C=Cc2cccc(C)c2)cc1	-5	0	-1
CCOC(=O)c1c(SCCN2CCCC2)n(-c2ccccc2)c(=S)n(-c2ccccc2)c1=O	0	52	5
COc1ccc(C(=Cc2ccccc2)C(=O)O)cc1	1	-3	6
CC(=O)Nc1cccc2ccc(O)cc12	?	2	0
Cc1ccc(S(=O)(=O)N2CCN(C(=O)c3cc(S(=O)(=O)N4CCOCC4)c(Cl)cc3Cl)CC2)cc1	8	-12	1
CC1(C)COC(c2ccc3c(c2)OCO3)OC1	-25	-3	3
O=C(CCCCn1ccc(=O)[nH]c1=O)Nc1ccc(C(=O)O)c(O)c1	-15	4	11
O=C(c1ccc([N+](=O)[O-])cc1)N1CCN(c2ncccn2)CC1	3	5	6
CCOC(=O)Nc1cc2c(c(N)n1)N=C(c1ccccc1)CN2	19	14	-11
CCOC(=O)c1cn(Cc2ccccc2)c(C(=O)OC(C)(C)C)c1O	11	8	-16
CCCCC(=O)NCCc1cc2c(C)ccc(C)c2[nH]c1=O	25	17	-1
O=C1C(Cl)=C(NCCCN2CCOCC2)C(=O)c2ccccc21	-1	1	-15
CCOc1ccc(NC(=O)CN(C)C(=O)c2c(C)nn(Cc3ccccc3Cl)c2C)cc1OCC	-6	1	5
O=C(c1ccc(CN2CCc3ccccc3C2)cc1)N1CCN(c2ccc(F)cc2)CC1	4	22	3
Cc1nccn1C(c1ccccc1)c1ccccc1	14	0	-6
CCCCNC(=O)c1onc(CSc2ccc(Cl)cc2)c1C(=O)NCCCC	-12	1	-10

The last 7 entries of the part above are carried over, then new ones follow:
molecule	Giardia killer	KCNH2 WT inh	KCNH2 3.1 inh
CCOC(=O)c1cn(Cc2ccccc2)c(C(=O)OC(C)(C)C)c1O	11	8	-16
CCCCC(=O)NCCc1cc2c(C)ccc(C)c2[nH]c1=O	25	17	-1
O=C1C(Cl)=C(NCCCN2CCOCC2)C(=O)c2ccccc21	-1	1	-15
CCOc1ccc(NC(=O)CN(C)C(=O)c2c(C)nn(Cc3ccccc3Cl)c2C)cc1OCC	-6	1	5
O=C(c1ccc(CN2CCc3ccccc3C2)cc1)N1CCN(c2ccc(F)cc2)CC1	4	22	3
Cc1nccn1C(c1ccccc1)c1ccccc1	14	0	-6
CCCCNC(=O)c1onc(CSc2ccc(Cl)cc2)c1C(=O)NCCCC	-12	1	-10
COC(=O)C1=C(C)N(CCCC(=O)O)C(=O)NC1c1ccc(Cl)cc1 (stereo not drawn)	-3	2	-2
O=C1c2ccccc2NC(c2ccc(Br)s2)N1O (stereo not drawn)	7	-6	10
CCOC(=O)c1nc2cc3n(c(C)c-2c1C)C(C)C(CC)=C3C (stereo not drawn)	-2	15	-10
O=C1N[C@@H](Cc2ccccc2)C(=O)N2[C@@H]3N(S(=O)(=O)c4ccccc4)c4ccccc4[C@]3(Br)C[C@@H]12	35[activator]	3	-15
N#C/C(=C\c1cccc2ccccc12)c1nn(-c2ccccc2)c(N)c1C#N	-22	2	-6
COc1ccc(NC(=O)N(C)C[C@H]2Oc3ccc(NC(=O)Nc4ccc5c(c4)OCO5)cc3C(=O)N([C@H](C)CO)C[C@@H]2C)cc1	-6	-9	-2
CN1CCN(C2Cc3ccc(Cl)cc3Sc3ccc(F)cc32)CC1 (stereo not drawn)	-11	-23	-76*
COc1cc(C(=O)Oc2ccccc2OC(=O)c2cc(OC)c(OC)c(OC)c2)cc(OC)c1OC	2	-1	-29
Cc1c(C(=O)OCC(O)=C(C#N)c2nc3ccccc3[nH]2)oc2ccc(Br)cc12	11	-4	1
O=C(O)CC(C(=O)O)C(c1ccccc1)c1ccccc1 (stereo not drawn)	1	18	1
CC(=NO)c1ccc2c(c1)C(=NO)c1ccccc1-2	-7	-5	4
CC1CCC(NC(=O)c2ccc3c(c2)S(=O)(=O)c2ccccc2C3=O)CC1 (stereo not drawn)	5	12	8
CC1(C)CC(NC(=O)c2ccccc2NS(=O)(=O)c2ccc(Br)cc2)CC(C)(C)N1	4	-7	7
O=C(CNC(=O)c1cc(S(=O)(=O)N2CCOCC2)ccc1N1CCCC1)Nc1ccc(F)c(F)c1	-5	-4	-18
CCN(CC(=O)Nc1ccccc1C(F)(F)F)C(=O)CN1C(=O)NC(C)(c2ccc3ccccc3c2)C1=O (stereo not drawn)	1	2	-3
O=c1c2ccccc2ncn1CCc1ccncc1	4	12	-25
Cc1cccc(N=C2CCCC2C(=O)Nc2cccc(C)c2C)c1C (stereo not drawn)	-17	0	-13
CCc1c(Nc2ccccc2Cl)nc(N)[nH]c1=O	5	0	-13
COc1cc(S(=O)(=O)N2CCOCC2)c(OC)c(S(=O)(=O)N2CCOCC2)c1	-1	6	2
CC(=O)Nc1ccc(Sc2ccc([N+](=O)[O-])o2)cc1	4	14	2
Cc1ccc(-c2nc3cccnc3s2)cc1NC(=O)c1ccco1	-15	-16	-8
CC(=O)Oc1ccc2ccc3ccc(C(C)=O)cc3c2c1	25	-6	-1
CN(Cc1ccccc1)C(=O)c1cccc(NC(=O)Cc2ccc(NC(=O)C3CCCN(C(=O)C4CCC4)C3)cc2)c1 (stereo not drawn)	18	-7	-1
O=C(CN1CCCCCC1)Nc1nc2ccccc2s1	-6	1	-19
CC(=O)N1c2cc3ccccc3cc2N(C(C)=O)c2cc3ccccc3cc21	-26	16	-9
O=C(Nc1ccc(C(=O)N2CCCCC2)cc1)C1CCCC1	4	1	29
CC1(CCCN2C(=O)c3ccccc3C2=O)OCCO1	-10	0	-3
COC1OC2COC(c3ccccc3)OC2C(OC(C)=O)C1OC(C)=O (stereo not drawn)	-9	59	-5
CCOC(=O)c1c2c(n(Cc3ccccc3)c1C)C(=O)C(=O)c1ccccc1-2	7	?	-4
CCN(CC(=O)NCc1ccc(F)cc1)C(=O)c1cccc(S(=O)(=O)N(C)c2ccc(OC)cc2)c1	-10	2	-16
CCOC(=O)C1C(=O)C(=O)N(C(C)C)C1C(=O)OCC (stereo not drawn)	-17	-1	5
O=c1oc2ccccc2c(O)c1Sc1c(O)c2ccccc2oc1=O	2	-1	19
Cc1cn([C@H]2C[C@H](O)[C@@H](CCC(=O)NCc3ccccc3)O2)c(=O)[nH]c1=O	29	-1	6
Cc1ccccc1OCCn1cc(C(=S)N2CCCC2)c2ccccc21	-15	-21	-31
COc1cc(N)c2ncsc2c1	-15	10	-3
O=C(O)C[C@H]1c2ccccc2S(=O)(=O)N1c1ccccc1	-12	7	-4
CCOC(=O)c1c2c(n(C)c1C)C(=O)C(=O)c1ccc(Br)cc1-2	5	46	-6
NNC(=O)c1ccccc1CO	8	-1	1
Cc1ccc(-c2cc(-c3ccccc3)nc(N/N=C/c3cccnc3)n2)cc1	-17	-6	-10
O=Nc1c(O)c2ccccc2c2ccccc12	-20	-7	-1
Cc1ccc(C2=NOC(C)(c3nnc(-c4ccccc4)o3)C2)cc1 (stereo not drawn)	-24	-6	3
COc1ccc(OC)c(/C=N/NC(=O)c2cccc3ccccc23)c1	-13	-11	-15
COc1cc(/C=C2\C(=O)ON=C2c2ccc(Cl)cc2)ccc1O	13	4	-6
S=C(NN=Cc1ccc2c(c1)OCO2)NN=Cc1ccc2c(c1)OCO2	-2	-6	2
O=C(O)c1ccc(Cn2cnc3c(=O)[nH]cnc32)cc1	12	35	-6
CN(c1ccccc1)c1ncnc2c1ncn2C	5	-3	-1
O=C1/C(=C\c2ccc(Cl)cc2)CCC1CNc1ccc(Cl)cc1 (stereo not drawn)	8	-3	-33
Cc1cc(C)c(C(=O)CC(=O)c2cccnc2)c(C)c1	6	1	8
COc1ccc(CNS(=O)(=O)CCNCc2ccco2)cc1	3	18	-7
CN(Cc1ccc([N+](=O)[O-])cc1)c1ccccc1	-1	1	-15
CC1=CC(C)(C)NC(=S)N1c1ccc([N+](=O)[O-])cc1	14	1	13
Cc1c(C(c2cc(O)ccc2Cl)c2c(C)n(C)n(-c3ccccc3)c2=O)c(=O)n(-c2ccccc2)n1C	2	-6	3
CCc1ccc(C(C)NC(=O)c2cccs2)cc1 (stereo not drawn)	4	-3	10
Cc1ccc(NC(=O)c2cccc(S(=O)(=O)Nc3c(C)n(C)n(-c4ccccc4)c3=O)c2)cc1C	8	1	5
CC1(c2ccccc2)NC(=O)N(CC(=O)NCCN2C(=O)S/C(=C\c3cccnc3)C2=O)C1=O (stereo not drawn)	-1	33	8
COc1ccc(C=NNC(=S)NC23CC4CC(CC(C4)C2)C3)cc1OC	17	4	8
Clc1ccc2c(NCCNC3CCCCC3)ccnc2c1	-9	10	-22
O=C1CCC[C@@H]2Cc3nc4ccccc4cc3[C@@H]3CCN1[C@H]23	-23	11	15
Nc1nnc(C(=O)c2ccccc2N)s1	3	5	5
Cc1n[nH]c(=S)n1/N=C/c1ccc(-c2ccc(Cl)cc2)o1	1	-9	-2

Individual results from above:
Under KCNH2 WT inh, `O=C(Nc1ccc2nc3n(c(=O)c2c1)CCCC3)c1cccnc1Cl` shows -1
Under KCNH2 WT inh, `O=C(O)c1ccc(Cn2cnc3c(=O)[nH]cnc32)cc1` shows 35
Under Giardia killer, `CCN(CC(=O)NCc1ccc(F)cc1)C(=O)c1cccc(S(=O)(=O)N(C)c2ccc(OC)cc2)c1` shows -10

Next part:
molecule	Giardia killer	KCNH2 WT inh	KCNH2 3.1 inh
Cc1ccc(C(=O)Nc2cccc(C(=O)NC3CCCCC3)c2)cc1	9	-13	3
O=c1c2ccccc2oc2cc(-c3ccc4[nH]ccc4c3)ccc12	-20	-7	2
CCN1CCN(Cc2ccc(NC(=O)c3ccc(C)c(NC(=O)c4cncc(-c5cccs5)c4)c3)cc2C(F)(F)F)CC1	11	7	-14
CN(c1ccccc1N(C)S(=O)(=O)c1ccccc1)S(=O)(=O)c1ccccc1	-3	1	8
O=C(CCN1CCCCC1)N1CCc2c([nH]c3ccccc23)C1c1cccnc1 (stereo not drawn)	-6	?	-73*
CC(C)C[C@@H](CN1CCC[C@@H]1CN1C(=O)C(=O)NC[C@@H]1Cc1ccccc1)N1C[C@H](Cc2ccc(O)cc2)N(CC2CCCCC2)C(=O)C1=O	2	-5	0
Cc1nc(Nc2ccc(Cl)c(Cl)c2)sc1C(/C=C/c1ccc2c(c1)OCO2)=NNc1ccc([N+](=O)[O-])cc1[N+](=O)[O-]	-4	5	9
NS(=O)(=O)c1ccc(S(=O)(=O)c2ccccc2)nc1	17	22	19
COc1cccc(C(CCc2cc(OC)c(OC)c(OC)c2)NC(C)=O)c1 (stereo not drawn)	-9	-4	-9
C=CCOC(=O)C1=C[C@@H](c2ccc(C(F)(F)F)cc2)C[C@@H](OCc2ccc(CO)cc2)O1	-5	6	-13
Cn1c(N)c(C(=O)CNC2CCCCC2)c(=O)n(C)c1=O	-20	-11	-2
